Pf growth 96h – P. falciparum growth inhibition at 96 hour, primary screen for plastid delayed-death inhibitors. P. falciparum luciferase reporter growth, 96 h. Potency, µM (titrated, usually from 28.7 µM), for inactives: at the top dose activity change, negative = inhibition, hits mostly inhibitors. AID 504834. 320,000 compounds, 6.9% hits; note: potency is the fitted concentration of half-maximal effect; % is set by controls: 0 for no effect and ±100 for the full control effect
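Parasite growth measured via integrated firefly luciferase reporter in P. falciparum. Infected erythrocytes at 2% hematocrit, 0.05% parasitemia final were treated 96 hours at 37 C under 5% CO2, and luminescence was read.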
CHX counter – counter-screen hit for Shiga toxin inhibitors, cycloheximide; AID 2314; max response, %; cell reporter, cycloheximide protein synthesis inhibition counterscreen; 300,000 compounds, 12% hits; in the data active = max response mostly above about 13%, no sharp cut-off; inactive = mostly below about 14%; note: read at 38.3 µM for the half of the compounds with a filed dose; 0% is about no effect
AmpC no deterg – AmpC beta-lactamase inhibition without detergent | AmpC nitrocefin hydrolysis, absorbance 480 nm, 0.0001% Triton | Potency, µM (series often up to 57.1 µM), inactives show top-dose activity change, negative = inhibition, actives largely listed as inhibitors | 330,000 compounds, 0.52% hits | AID 485341;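 note: potency is the fitted concentration of half-maximal effect; plate controls were no compound for no effect and no enzyme for full effect; nearly all actives have a fitted effect of over 20% in size; some results filed as inactive show a strong effect at the top dose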
Target sequence (P00811 whole entry, looked up): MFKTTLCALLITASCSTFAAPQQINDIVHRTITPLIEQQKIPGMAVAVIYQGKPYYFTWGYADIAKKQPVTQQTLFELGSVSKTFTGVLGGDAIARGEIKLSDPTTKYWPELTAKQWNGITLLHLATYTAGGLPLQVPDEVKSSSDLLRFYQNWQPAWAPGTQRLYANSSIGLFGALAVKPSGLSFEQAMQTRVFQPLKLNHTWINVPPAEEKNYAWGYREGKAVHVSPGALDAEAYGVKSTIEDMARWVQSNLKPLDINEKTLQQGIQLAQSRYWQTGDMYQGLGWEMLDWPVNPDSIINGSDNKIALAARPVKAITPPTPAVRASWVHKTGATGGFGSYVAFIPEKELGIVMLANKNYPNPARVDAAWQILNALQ
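AmpC (5.3 nM in the dispensed reagent) in 20 mM phosphate pH 7.0 with 0.01% (detergent screen) or 0.0001% Triton X-100 was preincubated with compounds for 15 min at room temperature. Nitrocefin was then added from an 800 uM solution, and hydrolysis was followed at 480 nm.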
TbPYK inhibitor – T. brucei pyruvate kinase inhibition; Q57TT1; TbPYK enzyme, Kinase-Glo Plus ATP luminescence, 45 min; Potency, µM (series often up to 76.8 µM), without a hit: at the top dose activity, negative = inhibition, actives largely listed as inhibitors; AID 624173; 410,000 compounds, 0.12% hits; note: potency is the fitted concentration of half-maximal effect; % is set by controls: 0 for no effect and ±100 for the full control effect; nearly all actives have a fitted effect of over 50% in size
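ADP (130 uM final) triggers the TbPYK reaction after compound addition; incubation is 45 min at room temperature. Kinase-Glo Plus is then added and luminescence imaged. Normalized data are fitted to concentration-effect curves.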
Pf growth 48h – P. falciparum growth inhibition at 48 hours (one generation) | P. falciparum luciferase growth in erythrocytes, 48 h | Potency, µM (top dose mostly 28.7 µM), for inactives: at the top dose activity change, negative = inhibition, usual class: inhibitors | 310,000 compounds, 5.9% hits | AID 504832; note: potency is the fitted concentration of half-maximal effect; % is set by controls: 0 for no effect and ±100 for the full control effect
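Erythrocytes infected with P. falciparum carrying an integrated firefly luciferase reporter (2% hematocrit, 0.1% parasitemia final) were exposed to compounds in RPMI 1640 with 0.5% Albumax at 37 C, 5% CO2. Growth inhibition was scored as reduced luminescence.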
Shiga inhibitor – inhibitors of Shiga toxin in Vero cells. Vero cells, Shiga toxin protein synthesis inhibition reporter. inhibition, % at 38.7 µM. 290,000 compounds, 9.2% hits. AID 2315; in the data active = inhibition mostly above about 28%, no sharp cut-off; inactive = mostly below about 43%; note: 0% is about no effect
LmPK inhibitor – LmPK (Leishmania mexicana) enzyme inhibition; purified LmPK, Kinase-Glo ATP luminescence, 1 h; Potency, µM (highest dose often 57.5 µM), for inactives: top-dose activity change, negative = inhibition, hits mostly inhibitors; 290,000 compounds, 0.37% hits; AID 1721; note: potency is the fitted concentration of half-maximal effect; % is set by controls: 0 for no effect and ±100 for the full control effect
Target sequence (Q27686 whole entry, looked up): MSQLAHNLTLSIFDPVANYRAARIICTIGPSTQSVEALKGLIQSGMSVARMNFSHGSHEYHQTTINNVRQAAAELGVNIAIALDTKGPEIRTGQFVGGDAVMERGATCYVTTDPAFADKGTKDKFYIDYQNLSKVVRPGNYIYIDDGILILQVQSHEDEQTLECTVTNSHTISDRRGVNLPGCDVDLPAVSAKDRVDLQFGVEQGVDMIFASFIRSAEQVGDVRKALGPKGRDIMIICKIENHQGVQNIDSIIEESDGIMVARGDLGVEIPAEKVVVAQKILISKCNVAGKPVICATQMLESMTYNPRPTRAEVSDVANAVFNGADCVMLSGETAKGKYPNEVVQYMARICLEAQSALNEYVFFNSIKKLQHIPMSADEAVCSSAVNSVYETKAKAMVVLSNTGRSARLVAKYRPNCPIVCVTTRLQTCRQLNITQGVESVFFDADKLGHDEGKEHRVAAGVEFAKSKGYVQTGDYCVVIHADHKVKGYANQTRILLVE
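qHTS format; LmPK 0.1 nM; substrates PEP 0.5 mM and ADP 0.1 mM. One-hour room-temperature incubation, then coupled luciferase luminescence; 0.5 nM enzyme wells mark activation.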
Active calls of the source: *; ? = inconclusive; . = no result given; & = joins results of further samples; [ ] = another dose, or the depositor's remark. Unless noted, calls come from the whole dose curve; as a rule, active = well fitted curve in the direction sought with a large enough effect; inconclusive = small, poorly fitted or top-dose-only effect, or another doubt; inactive = no such curve, though single readings can be large; an effect the other way counts as inactive or inconclusive.

The opening 2 entries (preview)
No.	structure	Pf growth 96h	CHX counter	AmpC no deterg	TbPYK inhibitor	Pf growth 48h	Shiga inhibitor	LmPK inhibitor
1	CC1CCN(CC(O)COc2ccc(OCC(O)CN3CCC(C)CC3)cc2)CC1 (stereo not given)	?	-2	-16%	0%	-11%	-3	-9%
2	COc1ccc(-n2nc3c(c2NC(=O)COc2ccccc2)CS(=O)C3)cc1 (stereo not given)	28%	-3	-7%	-4%	8%	-8	0%

Main list, repeating the preview:
No.	structure	Pf growth 96h	CHX counter	AmpC no deterg	TbPYK inhibitor	Pf growth 48h	Shiga inhibitor	LmPK inhibitor
1	CC1CCN(CC(O)COc2ccc(OCC(O)CN3CCC(C)CC3)cc2)CC1 (stereo not given)	?	-2	-16%	0%	-11%	-3	-9%
2	COc1ccc(-n2nc3c(c2NC(=O)COc2ccccc2)CS(=O)C3)cc1 (stereo not given)	28%	-3	-7%	-4%	8%	-8	0%
3	CCOC(=O)C1CCN(C(=O)Cn2nc(C)n3c(cc4cc(F)ccc43)c2=O)CC1	42%[activator]	-3	2%	7%&-2%	4%	1	1%
4	COc1ccc(-n2c(SCC(=O)O)nc3sc4c(c3c2=O)CCC4)cc1	?	-3	-25%	1%	-4%	19	5%
5	Cc1nn(Cc2cccc(F)c2)c(C)c1NC(=O)c1ccc(COc2ccccc2Cl)cc1	.	18	38%	3%	13µM*	6	6%
6	NNC(=O)Cn1nc2n(c1=O)-c1ccccc1SC2	0%	-1	-33%	-9%	2%	-3	-2%
7	CCC(=O)c1cn(CC(=O)Nc2cc(C)ccc2C)c2ccccc12	?	1	-12%	2%	24%	.	22%
8	CN(Cc1ccccc1)C(=O)c1nc2ccccn2c1CNCCCOc1cccnc1	?	1	38%	3%	?	3	4%

Next section; it opens with the 2 that closed the last part.
No.	structure	Pf growth 96h	CHX counter	AmpC no deterg	TbPYK inhibitor	Pf growth 48h	Shiga inhibitor	LmPK inhibitor
7	CCC(=O)c1cn(CC(=O)Nc2cc(C)ccc2C)c2ccccc12	?	1	-12%	2%	24%	.	22%
8	CN(Cc1ccccc1)C(=O)c1nc2ccccn2c1CNCCCOc1cccnc1	?	1	38%	3%	?	3	4%
9	O=C(CSC(=S)N1CCCC1)NCC(=O)Nc1ccc(F)c(F)c1	-4%	0	-12%	-1%	27%	-8	-13%
10	O=C(Nc1ccccc1)Nc1ccc(Br)c(Cl)c1	0%	42*	-20%	5%	?	72*	1%
11	COc1ccc(C2=NCc3nnc(C)n3-c3ccc(Cl)cc32)cc1Cl	?	-5	109%[activator]	1%	-27%	-3	1%
12	Cc1oc(-c2cccc(Cl)c2)nc1CS(=O)(=O)CC(=O)NCCCN1CCOCC1	?	-1	51%	-3%	?	-4	0%
13	O=C(NNc1c(F)c(F)cc(F)c1F)c1cc2ccccc2oc1=O	15%	50*	-30%	4%	9%	112*	-3%
14	CNC(=S)N1N=C(c2ccccc2)CC1c1ccc(Br)cc1 (stereo not given)	27%	12	-10%	4%	?	34*	3%
15	CC(=O)NC1CC2CCCC(C1)N2S(=O)(=O)c1cccc(F)c1 (stereo not given)	8.3µM*	-3	5%	-9%	.	-7	13%
16	Cc1cc(C)c2ccc(C(=O)O)nc2c1O	134%[activator]	-8	-25%	-1%	.	-15	6%
17	CSc1ccc(Cl)c(C(=O)N(C)CC(=O)Nc2ccc(N3CCOCC3)cc2)c1	-1%	.	?	1%	12%	.	.
18	NCCCC[C@@H](C(=O)N1CCNCC1)n1cc([C@@H](N)CC(N)=O)nn1	54%[activator]	.	-9%	0%	2%	.	.
19	CCN(CC)C(C)C(=O)NCC1(c2ccccc2)CCOCC1 (stereo not given)	16%	-2	-11%	4%	3%	-10	5%
20	O=C(Nc1ccc(-c2cn3ccccc3n2)cc1)c1ccc(Cl)cc1	?	-9	-21%	2%	10%	9	-1%
21	CC(=O)NC1C(O)OC(CO)C(O)C1O (stereo not given)	15%	.	-13%	-5%	-4%	.	.
22	COc1ccc(NC(=O)CCCSc2ccccc2)cc1S(N)(=O)=O	?	-10	-19%	-2%	?	-6	0%
23	CC(=O)c1cnc2nc(C(F)(F)F)nn2c1C	4%	-3	-13%	-4%	0%	-12	-7%
24	COCCNC(=O)CN1C(=O)CSc2ncccc21	?	-3	-53%	2%	2%	-1	-3%

Some values from above.
Under TbPYK inhibitor, #23 reads -4%
Under TbPYK inhibitor, #21 reads -5%
Under TbPYK inhibitor, #17 reads 1%

(continued)
No.	structure	Pf growth 96h	CHX counter	AmpC no deterg	TbPYK inhibitor	Pf growth 48h	Shiga inhibitor	LmPK inhibitor
25	COc1ccc(OCC(=O)N2CCN(C3CCC(c4ccccc4)CC3)CC2)cc1 (stereo not given)	?	-5	138%[activator]	3%	11%	-5	-1%
26	Nn1c(SCc2cn3ccccc3n2)nnc1-c1ccncc1	4%	2	-25%	3%	-2%	-11	6%
27	COC(=O)C(CCSC)NC(=O)CNS(=O)(=O)c1ccc(Cl)cc1 (stereo not given)	34%[activator]	3	26%	-3%	16%	-14	2%
28	O=C(CCCCCNC(=O)c1ccccc1Br)N=Nc1c(O)[nH]c2ccccc12	?	-3	-38%	-5%	?	2	-7%
29	CC(C)(C)c1nc(NCc2ccc3c(c2)OCO3)c2nnn(Cc3ccccc3Cl)c2n1	-9%	3	-14%	28%	?	-6	0%
30	CC(C)Oc1ccc(C(=O)O)cc1	20%	-4	-6%	2%	34%[activator]	-6	-2%
31	CN1CCN(c2ccc(NC(=S)NC(=O)c3cccc4c(Cl)cccc34)cc2)CC1	?	7	1%	2%	?	2	2%
32	O=C(NCc1ccco1)c1cc2ccccc2o1	6%	11	-14%	-5%	19%	92	-10%
33	O=S(=O)(N/N=C/c1ccc(N2CCOCC2)cc1)c1ccc(Br)cc1	12%	-2	11µM*	1%	3%	48	7%
34	CCOc1ccc(NC(=S)NCc2ccco2)cc1	23%	15	-25%	3%	13%	36	0%
35	CCOC(=O)N1CCN(S(=O)(=O)c2ccc(C(=O)Nc3nnc(C)o3)cc2)CC1	-27%	-5	-30%	7%	2%	-11	-2%
36	CCc1nc2sccc2c(=O)[nH]1	-46%[1.15 µM]	-4	-8%	0%	9%	-5	2%
37	CS(=O)(=O)N1CCSC1c1ccc(Br)cc1 (stereo not given)	18%	-3	-17%	4%	9%	6	-5%
38	CC1(C)Cc2nc3nc(SCC(=O)NCc4ccccc4)n(-c4ccccc4)c(=O)c3cc2CO1	?	-4	-11%	.	-15%	-25	0%
39	Cc1ccc(C)c(N=C2NC(=O)CS2)c1	50%[activator]	-4	-12%	1%	0%	-5	-1%
40	Cc1ccc(NC(=O)COC(=O)Cc2ccsc2)cc1S(=O)(=O)N(C)C	1%	-1	-38%	-5%	?	21	5%

Single records, as listed above.
Record of `Cc1ccc(C)c(N=C2NC(=O)CS2)c1` : Pf growth 96h: 50%[activator]; CHX counter: -4; AmpC no deterg: -12%; TbPYK inhibitor: 1%; Pf growth 48h: 0%; Shiga inhibitor: -5; LmPK inhibitor: -1%
Record of `CC1(C)Cc2nc3nc(SCC(=O)NCc4ccccc4)n(-c4ccccc4)c(=O)c3cc2CO1` : Pf growth 96h: ?; CHX counter: -4; AmpC no deterg: -11%; TbPYK inhibitor: .; Pf growth 48h: -15%; Shiga inhibitor: -25; LmPK inhibitor: 0%

Continued.
No.	structure	Pf growth 96h	CHX counter	AmpC no deterg	TbPYK inhibitor	Pf growth 48h	Shiga inhibitor	LmPK inhibitor
41	Cc1ccc(S(=O)(=O)NCC(=O)N(CC(=O)NCC2CCCO2)c2cccc(F)c2)cc1 (stereo not given)	38%	1	3%	-3%	2%	-9	5%
42	CN1CCN(c2ccccc2NC(=O)c2ccc([N+](=O)[O-])o2)CC1	40%[activator]	12	-6%	7%	?	-14	-10%
43	COc1ccc(C(=O)C2CCCN(S(=O)(=O)c3cccnc3)C2)c(C)c1 (stereo not given)	-14%	11	44%	0%	-13%	-7	2%
44	CC(=O)c1ccc(Cc2ccc(C(C)=O)cc2)cc1	?	6	-2%	-1%	-12%	63	0%
45	Cc1onc(-c2ccccc2)c1C(=O)Oc1cccnc1	.	1	-10%	.	-25%	-9	-2%
46	CCC(OC(=O)CN1C(=O)C(=O)c2ccccc21)C(=O)Nc1ccccc1OC (stereo not given)	?	-6	-16%	-2%	0%	-5	3%
47	Cc1ccc(SCC(=O)NC2CC3CCC(C2)N3C)cc1 (stereo not given)	-24%	10	1%	3%	2%	3	-2%
48	CCCCOC(=O)C(C)Nc1n[nH]c(=S)[nH]c1=O (stereo not given)	.	-3	-12%	?	-17%	16	8%
49	O=C(COc1ccccc1O)NC1CCCC1	-9%	.	-3%	4%	-28%	.	.
50	CCn1c(C)nnc1SCC(=O)Nc1ccc(N2CCOCC2)cc1	-21%	1	-3%	7%	35%[activator]	10	-1%
51	O=C(CSc1nnnn1-c1ccc(F)cc1)Nc1nc2ccccc2s1	119%[activator]	1	-21%	-1%	34%[activator]	-5	1%
52	O=C(NCCc1ccccc1C(F)(F)F)C1CCC(=O)N(C2CC2)C1 (stereo not given)	-11%	5	31%	10%	-6%	2	4%
53	CCc1ccc(C(=O)CN2C(=O)C(C)N(c3ccc(C)cc3)C2=O)cc1 (stereo not given)	25%	9	-11%	-4%	14%	14	3%
54	CCOC(=O)c1c(CC(C)C)csc1NC(=O)c1ccccc1C(=O)O	41%[activator]	1	-35%	-3%	36%[activator]	20	2%
55	CC(=NCCN1CCOCC1)c1c(O)n(C2CCCCC2)c(=O)[nH]c1=O	.	-4	9%	-19%	-3%	-16	1%
56	COc1ccc(C2c3c(ccc4ccccc34)Oc3ncn4nc(-c5ccco5)nc4c32)cc1 (stereo not given)	3.7µM*	-5	-15%	4%	?	-12	4%
57	CCOP(=O)(OCC)C(Nc1ccccc1)c1cccnc1 (stereo not given)	22%	0	11%	3%	4%	17	-1%
58	O=C(NC(=S)N1CCOCC1)c1ccc([N+](=O)[O-])cc1	-13%	-4	-14%	-15%	15%	10	-7%
